Assay outcomes: PubChem BioAssay, several laboratories
PG9 binder – binders of HIV-1 gp120 antibody PG9, primary screen, biochemical, TR-FRET. HIV-1 gp120 / PG9 antibody interaction. TR-FRET gp120-PG9 antibody binding. inhibition, % at 6.7 µM. actives 0.43% (n = 360,000). AID 624416, 2012; in the data active = inhibition above about 8.5%
GC-A act – GC-A stimulated cGMP production enhancers – HEK293 GC-A cells, cGMP TR-FRET, EC30 ANP, primary screen; Atrial natriuretic peptide receptor 1 (Homo sapiens), P16066; 0% at EC30 ANP, 100% saturating ANP; activation, % at 10 µM; actives 0.14% (n = 370,000); AID 1671463, 2021; in the data active = activation above about 40%
Target sequence (P16066 whole entry, looked up): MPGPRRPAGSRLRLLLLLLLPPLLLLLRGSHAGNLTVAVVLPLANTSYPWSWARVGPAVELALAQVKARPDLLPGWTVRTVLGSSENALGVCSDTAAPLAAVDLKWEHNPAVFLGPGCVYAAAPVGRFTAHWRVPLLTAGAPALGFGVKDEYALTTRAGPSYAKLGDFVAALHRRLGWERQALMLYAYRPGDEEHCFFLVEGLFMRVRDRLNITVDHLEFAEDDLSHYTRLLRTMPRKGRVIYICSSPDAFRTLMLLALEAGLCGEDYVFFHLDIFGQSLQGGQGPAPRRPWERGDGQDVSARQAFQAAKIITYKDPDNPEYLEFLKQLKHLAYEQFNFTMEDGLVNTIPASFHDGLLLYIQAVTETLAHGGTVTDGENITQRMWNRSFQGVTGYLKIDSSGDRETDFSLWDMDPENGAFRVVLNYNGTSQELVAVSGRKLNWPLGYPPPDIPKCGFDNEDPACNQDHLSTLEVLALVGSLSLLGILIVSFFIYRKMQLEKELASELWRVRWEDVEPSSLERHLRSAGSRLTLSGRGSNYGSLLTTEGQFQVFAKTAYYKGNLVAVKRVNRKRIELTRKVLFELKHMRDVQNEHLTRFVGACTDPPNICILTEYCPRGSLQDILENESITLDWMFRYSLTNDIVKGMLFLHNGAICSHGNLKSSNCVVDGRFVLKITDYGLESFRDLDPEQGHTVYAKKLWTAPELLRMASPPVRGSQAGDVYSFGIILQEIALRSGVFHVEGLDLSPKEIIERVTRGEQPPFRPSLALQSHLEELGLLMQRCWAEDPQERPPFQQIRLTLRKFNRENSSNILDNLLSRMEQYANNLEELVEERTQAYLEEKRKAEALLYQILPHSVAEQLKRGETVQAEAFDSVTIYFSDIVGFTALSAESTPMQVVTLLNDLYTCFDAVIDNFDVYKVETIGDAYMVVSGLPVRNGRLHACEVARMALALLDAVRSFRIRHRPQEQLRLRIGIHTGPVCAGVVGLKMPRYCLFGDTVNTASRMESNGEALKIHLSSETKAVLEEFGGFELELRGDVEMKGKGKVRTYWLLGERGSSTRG
HTRA1 inhibitor – HTRA1 serine protease inhibitors, primary screen, biochemical, fluorescence polarization, HTS; recombinant HTRA1, FP-rhodamine activity-based probe; inhibition, % at 5.96 µM; actives 0.5% (n = 340,000); AID 504803, 2011; in the data active = inhibition above about 36%;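 note: 0% = enzyme with DMSO and 100% = wells lacking enzyme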
GC-B act – human GC-B receptor activators, primary screen, HEK293 GC-B cells, cGMP TR-FRET, EC30 CNP; Atrial natriuretic peptide receptor 2 (Homo sapiens), P20594; 0% at EC30 CNP, 100% saturating CNP; activation, % at 10 µM; actives 0.11% (n = 370,000); AID 1920062, 2024;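 active = activation at 10 µM reaching about 35% in either raw or pattern-adjusted values, limit read from the data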
ASAP1 GAP inh – inhibitors of human ASAP1 ArfGAP activity, primary screen, biochemical, fluorescence polarization; Arf-GAP with SH3 domain, ANK repeat and PH domain-containing protein 1 (Homo sapiens), …; ASAP1-stimulated ARF1 GTP hydrolysis, GDP FP detection; inhibition, % at 16.5 µM; actives 0.19% (n = 360,000); AID 624377, 2012; in the data active = inhibition above about 25%;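 note: 0% = vehicle with enzyme and substrate and 100% = no enzyme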
ARFGAP1 inhibitor – inhibitors of rat ARFGAP1 GAP activity, primary screen, biochemical, fluorescence polarization, GDP tracer; ADP-ribosylation factor GTPase-activating protein 1 (Rattus norvegicus), Q62848; Arfgap1-stimulated ARF1 GTP hydrolysis, GDP FP detection; inhibition, % at 16.5 µM; actives 0.26% (n = 360,000); AID 651572, 2012;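 active = inhibition above a per-plate limit, mean inhibition of low control wells plus 3 SD, cut at about 25% in these data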;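 note: 0% = DMSO wells with enzyme and 100% = wells lacking Arfgap1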
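System: truncated rat Arfgap1 GAP domain / Benchmarks: high control wells lacking Arfgap1, low control full reaction with DMSO / Times: compound-enzyme preincubation 20 min, reaction 120 min, detection 60 min, 25 °C / Repeats: one replicate per compound / Also added: human ARF1(Δ1-17)-GTP substrate / Measured by: Tracer-displacement fluorescence polarization with EDTA stop, 620/688 nm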
mABHD4 FP – ABHD4 inhibitors, primary screen, biochemical, fluorescence polarization, mouse. (Lyso)-N-acylphosphatidylethanolamine lipase (Mus musculus), Q8VD66. purified mABHD4, FP-Rh probe fluorescence polarization. inhibition, % at 8.92 µM. actives 0.54% (n = 370,000). AID 720543, 2013;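 active = inhibition exceeding the mean over every tested compound plus 3 SD, cut at about 30% in these data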;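 note: 0% = plate median of compound wells and 100% = S159A mutant with DMSO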
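Test system: mABHD4 protein | Buffer or medium: HEPES pH 7.0 buffer, 150 mM NaCl, 0.01% Pluronic F-127 | Probe or stimulus: FP-Rh fluorescent activity-based probe, added after compound pre-incubation | Timing: Pre-incubation 45 min, probe exposure 60 min, at 25 °C | Technique: Fluorescence polarization, excitation 525 nm, emission 598 nm, BODIPY TMR filters | Repeats: Single well per compound (singlicate)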
SMARCA2 act – SMARCA2 (BRM) function activators, primary screen, cell-based, luminescence, high throughput. MG213 cells, MMTV-luciferase reporter, dexamethasone, overnight. activation, % at 9.1 µM. actives 1% (n = 370,000). AID 652017, 2013; in the data active = activation above about 7.8%;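 note: 0% = vehicle wells and 100% = reference activator wells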
rCAG RNA binder – binders of r(CAG) RNA repeats, primary screen, biochemical, fluorescence. r(CAG) RNA repeat, TO-PRO-1 dye displacement fluorescence. inhibition, % at 3 µM. actives 1.3% (n = 370,000);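 active = inhibition above the plate cutoff, the mean of all test compounds on that plate plus 3 SD, cut at about 35% in these data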;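 note: 0% = DMSO alone and 100% = 100 µM mitoxantrone as full dye displacement; higher means more dye released from RNA so lower well fluorescence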
Rev-erbA mod – modulators of Rev-erb alpha DNA binding, primary screen, biochemical, FITC-DNA, fluorescence polarization, uHTS; Rev-erbα–FITC-DNA binding, 90 min; activity, % at 10 µM; actives 0.79% (n = 370,000); AID 1259318, 2017;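 active = activity above about 14%, limit read from the data; passing the limit was not always enough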;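 note: 0% = DMSO wells with 35 nM protein and 100% = DMSO wells with 750 nM protein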
* hit, by the source's call.

CC1CCC(NC(=O)CC(NC(N)=O)c2ccccc2Cl)CC1 (configuration not stated) was read as PG9 binder -0.3, GC-A act 7, HTRA1 inhibitor 5, GC-B act -1, ASAP1 GAP inh 3, ARFGAP1 inhibitor 14, mABHD4 FP -2, SMARCA2 act -2, rCAG RNA binder 8 and Rev-erbA mod 1.
O=S(=O)(Cc1ccccc1)N1CCN(C/C=C/c2ccccc2)CC1 was read as PG9 binder -2.0, GC-A act 0, HTRA1 inhibitor -3, GC-B act 0, ASAP1 GAP inh 10, ARFGAP1 inhibitor 8, mABHD4 FP 2, SMARCA2 act -1, rCAG RNA binder -1 and Rev-erbA mod -1.
Cc1cc(CNC[C@H]2O[C@@H](n3cnc(C(N)=O)n3)[C@H](O)[C@@H]2O)c(C)n1-c1cccnc1 was read as PG9 binder 0.0, GC-A act 2, HTRA1 inhibitor 7, GC-B act 0, ASAP1 GAP inh 8, ARFGAP1 inhibitor -1, mABHD4 FP 2, SMARCA2 act -6, rCAG RNA binder 4 and Rev-erbA mod -6.
For CC1(C)NC(=O)N(CCOc2cccc(Cl)c2Cl)C1=O the results were PG9 binder -2.2, GC-A act -1, HTRA1 inhibitor 0, GC-B act -3, ASAP1 GAP inh 2, ARFGAP1 inhibitor 8, mABHD4 FP -7, SMARCA2 act -3, rCAG RNA binder -2 and Rev-erbA mod 4.
CCN1C(=O)[C@H]2[C@@H](c3ccc(-c4cccc(Cl)c4)c(OC)c3)N3CCC[C@@]3(C(=O)OC)[C@H]2C1=O was read as PG9 binder -1.2, GC-A act -5, HTRA1 inhibitor -29, GC-B act 0, ASAP1 GAP inh -11, ARFGAP1 inhibitor -6, mABHD4 FP -4, SMARCA2 act -1, rCAG RNA binder 11 and Rev-erbA mod 3.
For CCOc1cccc(OCCn2cnc3ccccc3c2=O)c1 the results were PG9 binder 0.4, GC-A act -5, HTRA1 inhibitor 1, GC-B act -4, ASAP1 GAP inh 1, ARFGAP1 inhibitor -8, mABHD4 FP 2, SMARCA2 act 1, rCAG RNA binder -4 and Rev-erbA mod -1.
For CC(C)C[C@H](NC(=O)c1nc[nH]c1C(=O)N[C@@H](CC(C)C)C(=O)OCc1ccccc1)C(=O)OCc1ccccc1 the results were PG9 binder 0.4, GC-A act 1, HTRA1 inhibitor -6, GC-B act 0, ASAP1 GAP inh 4, ARFGAP1 inhibitor 10, mABHD4 FP -12, SMARCA2 act 1, rCAG RNA binder 1 and Rev-erbA mod 8.
CCCCC(CC)C(=O)O (configuration not stated) was read as PG9 binder 1.6, GC-A act 1, HTRA1 inhibitor 1, GC-B act -1, ASAP1 GAP inh 0, ARFGAP1 inhibitor -4, mABHD4 FP -5, SMARCA2 act 3, rCAG RNA binder -1 and Rev-erbA mod -4.
N#C/C(=C/c1ccc(-c2ccccc2[N+](=O)[O-])o1)C(N)=O was read as PG9 binder -6.9, GC-A act -15, HTRA1 inhibitor -3, GC-B act -6, ASAP1 GAP inh -3, ARFGAP1 inhibitor 3, mABHD4 FP -6, SMARCA2 act 0, rCAG RNA binder 2 and Rev-erbA mod 0.
`CCn1cc(S(=O)(=O)NC2CCCCC2)cn1` gave PG9 binder 2.7, GC-A act 2, HTRA1 inhibitor 1, GC-B act 0, ASAP1 GAP inh -1, ARFGAP1 inhibitor 5, mABHD4 FP 2, SMARCA2 act -1, rCAG RNA binder -3 and Rev-erbA mod -2.
`O=C(Nc1sc2c(c1C(=O)O)CCC2)c1ccccc1F` gave PG9 binder -0.5, GC-A act -5, HTRA1 inhibitor -3, GC-B act 2, ASAP1 GAP inh 14, ARFGAP1 inhibitor -5, mABHD4 FP 4, SMARCA2 act -1, rCAG RNA binder 18 and Rev-erbA mod 3.
Screening Cc1ccccc1Nc1c(C)c(C)nc2ncnn12 returned PG9 binder -0.2, GC-A act 2, HTRA1 inhibitor 7, GC-B act 8, ASAP1 GAP inh -3, ARFGAP1 inhibitor 8, mABHD4 FP -6, SMARCA2 act -3, rCAG RNA binder -2 and Rev-erbA mod 5.
`Cc1csc(SCC(=O)NCc2ccc3c(c2)OCO3)n1` gave PG9 binder -0.4, GC-A act 2, HTRA1 inhibitor 9, GC-B act 1, ASAP1 GAP inh 3, ARFGAP1 inhibitor 0, mABHD4 FP 7, SMARCA2 act -3, rCAG RNA binder 2 and Rev-erbA mod 3.
Screening O=C(Cc1c(C(=O)O)[nH]c2ccccc12)NC1CCCC1 returned PG9 binder -0.5, GC-A act -3, HTRA1 inhibitor 5, GC-B act 2, ASAP1 GAP inh -4, ARFGAP1 inhibitor 11, mABHD4 FP -7, SMARCA2 act -4, rCAG RNA binder 3 and Rev-erbA mod 2.
For Cc1ccccc1Nc1nc(N)[nH]c(=O)c1N=O the results were PG9 binder -5.9, GC-A act 26, GC-B act 27, ASAP1 GAP inh 13, ARFGAP1 inhibitor 9, mABHD4 FP 13, SMARCA2 act -3, rCAG RNA binder 7 and Rev-erbA mod -1.
`O=C(Cc1ccccn1)c1ccncc1` gave PG9 binder 1.9, GC-A act 1, HTRA1 inhibitor 4, GC-B act 4, ASAP1 GAP inh -9, ARFGAP1 inhibitor 7, mABHD4 FP -2, SMARCA2 act -1, rCAG RNA binder 0 and Rev-erbA mod -4.
For O=C(O)c1ccc(CNCc2ccc(Cl)cc2Cl)cc1 the results were PG9 binder -2.1, GC-A act 4, HTRA1 inhibitor 5, GC-B act -6, ASAP1 GAP inh -14, ARFGAP1 inhibitor 18, mABHD4 FP -8, SMARCA2 act -1, rCAG RNA binder 2 and Rev-erbA mod -3.
COc1cccc(NC(=O)NCc2c(-c3ccccc3)noc2C)c1 was read as PG9 binder 1.3, GC-A act 2, HTRA1 inhibitor 3, GC-B act -5, ASAP1 GAP inh -5, ARFGAP1 inhibitor 0, mABHD4 FP -16, SMARCA2 act -3, rCAG RNA binder -2 and Rev-erbA mod -2.
COc1ccc(NS(=O)(=O)c2cc(NC(=O)[C@H](C)NC(N)=O)ccc2N2CCCC2)cc1 was read as PG9 binder 0.0, GC-A act -1, HTRA1 inhibitor 9, GC-B act 0, ASAP1 GAP inh 4, ARFGAP1 inhibitor 4, mABHD4 FP 7, SMARCA2 act 1, rCAG RNA binder 12 and Rev-erbA mod 4.
CC(Cc1ccccc1)NC(=O)c1cc2ccccc2o1 (configuration not stated) was read as PG9 binder 1.1, GC-A act 2, HTRA1 inhibitor -2, GC-B act 2, ASAP1 GAP inh 2, ARFGAP1 inhibitor 6, mABHD4 FP -6, SMARCA2 act 2, rCAG RNA binder -4 and Rev-erbA mod -6.

Random excerpt: 3 compounds from above.
`O=C(Cc1ccccn1)c1ccncc1` gave PG9 binder 1.9, GC-A act 1, HTRA1 inhibitor 4, GC-B act 4, ASAP1 GAP inh -9, ARFGAP1 inhibitor 7, mABHD4 FP -2, SMARCA2 act -1, rCAG RNA binder 0 and Rev-erbA mod -4.
`O=C(Nc1sc2c(c1C(=O)O)CCC2)c1ccccc1F` gave PG9 binder -0.5, GC-A act -5, HTRA1 inhibitor -3, GC-B act 2, ASAP1 GAP inh 14, ARFGAP1 inhibitor -5, mABHD4 FP 4, SMARCA2 act -1, rCAG RNA binder 18 and Rev-erbA mod 3.
For CCOc1cccc(OCCn2cnc3ccccc3c2=O)c1 the results were PG9 binder 0.4, GC-A act -5, HTRA1 inhibitor 1, GC-B act -4, ASAP1 GAP inh 1, ARFGAP1 inhibitor -8, mABHD4 FP 2, SMARCA2 act 1, rCAG RNA binder -4 and Rev-erbA mod -1.

Next compounds:
For O=C(c1ccco1)N1CCN(C2CN(C3CCCC3)S(=O)(=O)C2)CC1 (configuration not stated) the results were PG9 binder -0.8, GC-A act 3, GC-B act -2, ASAP1 GAP inh 0, ARFGAP1 inhibitor 9, mABHD4 FP -8, SMARCA2 act 5, rCAG RNA binder 2 and Rev-erbA mod 3.
Screening Cc1ccc(C)c(NC(=O)CN(C)C(=O)c2ccccc2OCc2ccc(Cl)cc2)c1 returned PG9 binder -0.3, GC-A act -14, HTRA1 inhibitor -9, GC-B act -5, ASAP1 GAP inh -5, ARFGAP1 inhibitor 3, mABHD4 FP 0, SMARCA2 act -3, rCAG RNA binder -3 and Rev-erbA mod -2.
For Cc1nc2ccccc2n1C(c1cccnc1)c1nc2ccccc2[nH]1 (configuration not stated) the results were PG9 binder 0.7, GC-A act -14, GC-B act -8, ASAP1 GAP inh 0, ARFGAP1 inhibitor -4, mABHD4 FP 9, SMARCA2 act -2, rCAG RNA binder 3 and Rev-erbA mod -2.
Screening Cc1cc(C)n(C(=O)CCN2C(=O)c3ccccc3C2=O)n1 returned PG9 binder 2.6, GC-A act 2, HTRA1 inhibitor 10, GC-B act -2, ASAP1 GAP inh -8, ARFGAP1 inhibitor -5, mABHD4 FP 4, SMARCA2 act 0, rCAG RNA binder -2 and Rev-erbA mod 1.
For NC(N)=NS(=O)(=O)c1ccc(NC(=S)Nc2ccc(F)cc2)cc1 the results were PG9 binder -0.1, GC-A act 6, HTRA1 inhibitor -4, GC-B act 4, ASAP1 GAP inh -11, ARFGAP1 inhibitor 3, mABHD4 FP 3, SMARCA2 act -4, rCAG RNA binder 3 and Rev-erbA mod -2.
COc1ccc(CCNC(=O)CN2C(=O)COc3ccc(S(=O)(=O)N4CCCC4)cc32)c(OC)c1 was read as PG9 binder -1.1, GC-A act -5, HTRA1 inhibitor -5, GC-B act -9, ASAP1 GAP inh -2, ARFGAP1 inhibitor 12, mABHD4 FP 7, SMARCA2 act 5, rCAG RNA binder -3 and Rev-erbA mod 2.
For COc1cccc(-c2cc(C(=O)Nc3ccc4c(c3)OCO4)no2)c1 the results were PG9 binder -0.6, GC-A act 4, HTRA1 inhibitor 1, GC-B act 3, ASAP1 GAP inh -6, ARFGAP1 inhibitor 9, mABHD4 FP 2, SMARCA2 act 0, rCAG RNA binder -1 and Rev-erbA mod -2.
COC(=O)c1ccc(C(=O)OC)c(NC(=S)N2CCN(C)CC2)c1 was read as PG9 binder -0.6, GC-A act -4, HTRA1 inhibitor 2, GC-B act 3, ASAP1 GAP inh -2, ARFGAP1 inhibitor 1, mABHD4 FP -10, SMARCA2 act -3, rCAG RNA binder -1 and Rev-erbA mod -6.
